# Lipid storage S3 – qHTS Assay for Lipid Storage Modulators in Drosophila S3 Cells; Drosophila S3 cells, BODIPY lipid droplet fluorescence, 18-24 h; cells fed with added oleic acid; lipid storage change, negative = inhibition, % at the top dose, mostly 46.1 µM; hits show Potency in µM; 0.64% of 320,000 active; AID 2685, 2010; active means well fitted inhibition curve with a large enough effect in the signal ratio, with a control signal flat, not every such curve was filed as active; inconclusive means small, poorly fitted or top-dose-only effect, or effect the other way, or a change in a side signal; the % refers to the signal ratio
#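 Drosophila S3 cells loaded with oleic acid (400 uM, as added) and compounds at several concentrations; lipid droplets imaged by 488-nm laser-scanning cytometry, 500–530 nm intensity and object ratio to cell channel. Percent activity normalized to 20 uM Triacsin C.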
# Lipid storage S3 cell count max – recorded beside Lipid storage S3, whose call it bears; cell number change, %; measured here: cell count max response;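 cells counted by Cell Tracker Red CMTPX staining in the red channel; peak over a dose series mostly up to 46.1 µM; percent activity relative to internal control wells on each plate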
# Numbers without * were called inactive; i = inactive; ? = inconclusive; · = no result given; [ ] = another dose, or the depositor's remark. On the % scale 0 is the no-effect control and ±100 the full control effect; potency means the concentration at half of the fitted maximal effect. Only part of the results is shown (hit frequency here may not be typical).
SMILES,Lipid storage S3,Lipid storage S3 cell count max
CCOc1ccc(N=C(NC#N)SCC(=O)NC2CC2)cc1,?,·
Nc1nc(Nc2cccc(Cl)c2)nc(NCCO)c1[N+](=O)[O-],?,·
CCOc1c(C)cnc2c1c(=O)n(CC(=O)NCC1CCCO1)c(=O)n2C (stereo not drawn),0.1%,10.3
CC(=O)c1cccc(N=Nc2c(C)[nH]c3ccccc23)c1,?,·
CCn1c(=O)c2ccccc2n2c(SCC(=O)NCc3cccs3)nnc12,?,·
CCOC(=O)c1nn(-c2ccc([N+](=O)[O-])cc2)cc1O,8.0%,8.3
CCCN1CCN(CCCNC(=O)Cn2cc3c(n2)CCCC3)CC1,?,·
Cc1ccc(Cl)cc1N1CCN(c2cccc[n+]2C)CC1,?,·
O=S(=O)(NC(=NC1CCCC1)C(F)(F)F)c1ccccc1,?,·
CCOP(=O)(OCC)C(Nc1cccc(C(F)(F)F)c1)c1ccc(Br)cc1 (stereo not drawn),-12.6%,-12.9
Cc1ccc(C)c(NC(=O)CSc2ccc(-c3cccs3)nn2)c1,?,·
Cc1ccc(CSc2ncnc3c2cnn3-c2ccccc2)cc1,6.0%,21.0
COc1ccc(OC)c(C2C(C(N)=O)=C(C)Nc3nc(CCCO)nn32)c1 (stereo not drawn),?,·
CC1Cc2nc(SCC(=O)Nc3nc4ccccc4s3)n(C)c(=O)c2S1 (stereo not drawn),?,·
O=C(Nc1cccc(Br)c1)c1ccc(CN2CCc3ccccc3C2)cc1,?,·
CC(NC1CCCC1)c1ccccc1 (stereo not drawn),12.1%[9.22 µM],-1.7
O=C(Nc1cccc([N+](=O)[O-])c1)NC1CCS(=O)(=O)C1 (stereo not drawn),6.6%,19.6
O=C(N/N=C/c1ccc(O)cc1O)/C(=C/c1ccccc1)CCO,-8.3%,-2.3
CCOc1cc(C)c(S(=O)(=O)N2CCCC2)cc1C,-1.0%,-16.0
CN(C)c1ccc(/C=C(\NC(=O)c2ccccc2)C(=O)NCc2ccncc2)cc1,?,·
COc1ccc(/C=C/C(=O)NC(=S)NNC(=O)c2cccnc2)cc1,?,·
COc1ccccc1C(=O)NNC(=O)c1ccncc1,-11.8%,1.1
Cc1ccccc1-c1nc(C#N)c(N2CCCCC2)o1,21.5%,·
CCC12CN3CC(CC)(CN(C1)C3c1c(O)ccc3ccccc13)C2=O (stereo not drawn),17.4%,-3.6

# An excerpt from above in order of heavy-atom count, lowest first:
SMILES,Lipid storage S3,Lipid storage S3 cell count max
CC(NC1CCCC1)c1ccccc1 (stereo not drawn),12.1%[9.22 µM],-1.7
CCOc1cc(C)c(S(=O)(=O)N2CCCC2)cc1C,-1.0%,-16.0
Cc1ccccc1-c1nc(C#N)c(N2CCCCC2)o1,21.5%,·
COc1ccc(/C=C/C(=O)NC(=S)NNC(=O)c2cccnc2)cc1,?,·
COc1ccc(OC)c(C2C(C(N)=O)=C(C)Nc3nc(CCCO)nn32)c1 (stereo not drawn),?,·

# New compounds follow
SMILES,Lipid storage S3,Lipid storage S3 cell count max
CCc1nc(Nc2ccc(F)cc2)c2oc3ccccc3c2n1,i,30.6
CCC(=O)OCC(=O)[C@@]1(OC(=O)CC)[C@@H](C)C[C@H]2[C@@H]3CCC4=CC(=O)C=C[C@]4(C)[C@@]3(Cl)[C@@H](O)C[C@@]21C,-21.5%,8.5
Cc1ccc(S(=O)(=O)N2CCCOC2CNC(=O)C(=O)NC2CCCC2)cc1 (stereo not drawn),-4.2%,10.9
COc1ccc(S(=O)(=O)Oc2cccc(/C=N/N=C3/NC(=O)C(CC(=O)O)S3)c2)cc1 (stereo not drawn),-8.1%,10.9
Cc1ccc(NC(=O)CCC(=O)NNC(=O)c2ccco2)cc1C,-1.7%,8.6
Cc1cc(C)cc(-n2c(C)c3c(C)nnc(C)c3c2C)c1,?,·
O=C(O)c1ccc2noc(-c3ccccc3)c2c1,i,0.3
CCOC(=O)N1CCN(CCC(=O)Nc2cccc(C)c2)CC1,?,·
Cc1cc(C(=O)Nc2c(F)cc(F)cc2Br)no1,12.8%,·
S=c1nc(-c2ccccc2)n(CCCn2ccnc2)c2c1CCCC2,?,·
CCCC(=O)NC(c1ccc(N(C)C)cc1)c1ccc2cccnc2c1O (stereo not drawn),?,·
Cc1sc2ncn(CC(=O)NCCCC(=O)N(C)Cc3ccccc3)c(=O)c2c1C,?,·
O=C(Cn1cnc(S(=O)(=O)N2CCCCC2)c1)NCc1ccco1,i,·
CNC(=O)c1[nH]cnc1C(=O)Nc1cccc(OC)c1,?,·
COc1ccc(Cl)cc1NC(=S)Nc1ccc(Cl)cn1,-10.8%,14.5
COc1ccccc1N1CCN(CC(=O)N2N=CCC2c2ccccc2)CC1 (stereo not drawn),?,·
Oc1ccc(/C=N/NC(=S)Nc2cccnc2)cc1O,?,·
O=C(CSc1ncnc2[nH]ncc12)Nc1nc(-c2ccc(F)c(F)c2)cs1,?,·
C/C(Cc1ccccc1)=N/NC(=O)CNC(=O)C(c1ccccc1)c1ccccc1,5.1%,1.3
O=C(c1ccc(Cl)cc1)c1oc2ccccc2c1CS(=O)(=O)c1ccccc1,?,·
Cc1ccc(N2CC(C(=O)OCc3nc(N)nc(Nc4ccccc4C)n3)CC2=O)cc1 (stereo not drawn),?,·
CC(=O)c1cccc(NC(=O)COC(=O)C2=COCCO2)c1,i,·
C/C(=N/NC(=O)c1ccc(Cl)cc1Cl)c1cccnc1,13.4%,15.4
COc1ccc(C(CC(=O)O)NC(=O)c2cc3cc(Br)ccc3oc2=O)cc1OC (stereo not drawn),-16.1%,-11.0
CCOc1ncccc1C(=O)Nc1cccc(S(=O)(=O)NC2=NCCC2)c1,?,·
Cc1cccc(C)c1NS(=O)(=O)c1cc2c3c(c1)CC(=O)N3CCC2,i,·
CCCCCCCCCCNC(=O)C(=O)Nc1ccccn1,i,12.2
CCn1cc(/C=C(\NC(=O)c2ccccc2Cl)C(=O)N2CCN(C)CC2)c2ccccc21,?,·
Nc1ccc(S(=O)(=O)N2CCCC2C(=O)O)cc1 (stereo not drawn),-6.8%,-2.6
Cc1ccc(Cn2ncc3c(N4CCN(c5ccc(C)cc5)CC4)ncnc32)cc1,0.7%,29.7
COc1cccc(CN(C)CC(=O)NC(=O)NCc2ccccc2)c1,29.8%,-9.2
CC(C)(C)NC(=O)CSc1nnc(-c2ccccn2)n1-c1ccccc1,i,·
CCNc1nc(NCC)n2c(SCC(=O)c3ccccc3Cl)nnc2n1,12.4%,·
COc1ccc(CNC(=O)C(c2ccccc2F)N(C(=O)c2csnn2)C2CC2)cc1 (stereo not drawn),16.9%,9.3
O=C(O)c1cc(NC(=O)c2cccc(C(=O)Nc3cc(C(=O)O)cc(C(=O)O)c3)c2)cc(C(=O)O)c1,?,·
Cc1ccc(-c2nc3ccccc3c(=O)o2)cc1,-22.5%,-5.3
CC(NC(=O)CN1CCN(Cc2cccc(F)c2)CC1)c1ccccc1 (stereo not drawn),?,·
Cc1ccc(NC(=O)Cc2nc(CCl)cs2)cc1,?,·
CSc1ncc(C(C)=O)c(C)n1,?,·
COc1ccc(/C=C/C(=O)Nc2nc(C)cc(C)n2)cc1OC,?,·
CCc1cc(Cn2nc(-c3ccccc3)cc2C(=O)NCc2ccc(C)cc2)on1,?,·
O=C(NCc1ccco1)/C(=C\c1ccco1)NC(=O)c1ccco1,-2.2%,-11.3
O=C(Nc1ccccc1N1CCN(C(=O)c2ccc(Cl)cc2)CC1)c1ccc([N+](=O)[O-])o1,?,·
CC(C)n1c(O)c(N=NC(=O)CNC(=O)Cc2ccc(Cl)cc2)c2ccccc21,?,·
Cc1ccc(-c2nn(CCC(=O)NN3CCOCC3)c(=O)c3ccccc23)cc1,?,·
Cc1ccc(-c2cc(C(=O)Nc3c(C)n(C)n(-c4ccccc4)c3=O)[nH]n2)c(O)c1C,-19.0%,-6.9
CC(OC(=O)c1cnccn1)C(=O)c1ccccc1 (stereo not drawn),?,·
Cc1ccc(Oc2c(C(N)=O)cc([N+](=O)[O-])cc2[N+](=O)[O-])cc1,?,·
Cc1ccc[n+](C2C(c3ccc([N+](=O)[O-])cc3)C(C#N)=C([S-])NC2(O)C2CC2)c1 (stereo not drawn),?,·
CSc1ccccc1NC(=O)CN(C)C(=O)Cn1c(=O)oc2ccccc21,?,·
COc1ccc(S(=O)(=O)N2Cc3ccccc3CC2C(=O)Nc2nccs2)cc1OC (stereo not drawn),?,·
CCCn1c(-c2ccc(OC)cc2)nc2nc3ccccc3nc21,18.4%,-0.1
Cc1cc(C)c2c(N)c(C(=O)N3CCN(c4ncccn4)CC3)sc2n1,?,·
Cc1ccc(C)c(N2CCN(C(=S)Nc3ccc4nc(N5CCOCC5)cc(C)c4c3)CC2)c1,3.0%,16.0
COc1ccc(-c2ccc3ccccc3n2)cc1,-22.0%,-4.9
COc1ccc(CCCc2nnc(SCC(=O)Nc3nc(C)cs3)n2C)cc1,?,·
COc1ccc(C2=C(O)C(C)N(c3ccccc3)C2=N)cc1OC (stereo not drawn),?,·
Cc1cc(C)nc(NS(=O)(=O)c2ccc(Br)s2)c1,?,·
CCC(COC)Oc1cc(NCc2ccccc2)c2ncn(C(C)C)c2c1 (stereo not drawn),?,·
COc1ccc(N)cc1-n1c(C)ccc1C,28.0%,4.4

# Full records, looked up by structure. Order of values: Lipid storage S3, Lipid storage S3 cell count max
# Listed for COc1ccc(S(=O)(=O)N2Cc3ccccc3CC2C(=O)Nc2nccs2)cc1OC (stereo not drawn) → ?, ·
# Listed for CSc1ccccc1NC(=O)CN(C)C(=O)Cn1c(=O)oc2ccccc21 → ?, ·

# Next part:
SMILES,Lipid storage S3,Lipid storage S3 cell count max
CCN(CC)CCNC(=O)c1ccc(NC(=O)c2cccc(S(=O)(=O)N3c4ccccc4CC3C)c2)cc1 (stereo not drawn),?,·
COc1ccc(C)cc1-n1nnnc1SCC1CCCCO1 (stereo not drawn),4.8%,-24.9
Cc1ccc(NS(=O)(=O)c2cn(C)cn2)cc1,0.3%,-0.4
O=C1C2C3C=CC(C3)C2C(=O)N1/N=C/c1ccc(-c2ccccc2[N+](=O)[O-])o1 (stereo not drawn),?,·
COc1ccccc1NC(=O)NC1(C(=O)N2CCCCCC2)CCCCC1,-12.2%,-15.0
O=C1CCCCCN1C(=O)c1cccc(C(=O)N2CCCCCC2=O)c1,?,·
O=C(O)CCC(=O)OCC1CCCO1 (stereo not drawn),23.1µM*,-20.4*
CCOC(=O)/C=C1\NC(C)(C)Cc2cc(OC)c(OC)cc21,-3.4%,-0.5
CCN1CCN(C(=O)CCN2C(=O)COc3ccc(C)cc32)CC1,4.3%,-15.8
COc1ccc(Cl)cc1NC(=O)CN1C(=O)NC(C)(Cc2ccc(OC)c(OC)c2)C1=O (stereo not drawn),-24.6%,-7.3
COc1ccc(CCNC(=O)c2ccc(OCC(=O)N3CCOCC3)c(OC)c2)cc1,10.4%,·
NC(=O)CC(NC(=O)c1ccccc1)c1ccc(NCCN2CCOCC2)c([N+](=O)[O-])c1 (stereo not drawn),?,·
CC(C)C[C@@H](CSc1ccc(Br)cc1)N1CCN(CC(C)C)CCC1=O,?,·
O=C(c1cc(=O)[nH]c2ccccc12)N1CCc2ccccc2C1,?,·
CCCCOc1ccc(-c2cnc3ccccc3n2)cc1,?,·
COc1ccccc1NC(=O)c1cccc(N2C(=O)C3C4C=CC(C4)C3C2=O)c1 (stereo not drawn),-5.9%,12.8
O=C(COC(=O)CNC(=O)c1ccc(Cl)cc1Cl)NC1CCCCC1,?,·
CN(C)c1ccnc2sc(C(=O)c3ccccc3)c(N)c12,?,·
CC(C)c1cc(NCc2ccccn2)n2c(nc3ccccc32)c1C#N,8.2%,-4.3
Cc1ccc([N+](=O)[O-])cc1-c1ccc(/C=N/NC(=O)CN2CCOCC2)o1,15.9%,-2.9
Cn1nc([N+](=O)[O-])c2c(-c3nc4ccccc4s3)c(N)n(C3CCCCC3)c2c1=O,i,·
CC(C)=C1C2CCC1C1C(=O)N(c3ccc4c(c3)OCO4)C(=O)C21 (stereo not drawn),18.1%,-11.3
Cc1ccc(CNC(=O)CCC2CCCN(Cc3ccc4cccc(F)c4n3)C2)o1 (stereo not drawn),?,·
COC(=O)CNC(=O)c1ccc(C)s1,i,5.2

# Structural class, those above containing a CF3 group
SMILES,Lipid storage S3,Lipid storage S3 cell count max
O=S(=O)(NC(=NC1CCCC1)C(F)(F)F)c1ccccc1,?,·
CCOP(=O)(OCC)C(Nc1cccc(C(F)(F)F)c1)c1ccc(Br)cc1 (stereo not drawn),-12.6%,-12.9

# Other records:
SMILES,Lipid storage S3,Lipid storage S3 cell count max
Cc1ccc(C)c(S(=O)(=O)NCc2ccc(C(=O)N3CCN(C)CC3)cc2)c1,?,·
CCOC(=O)N1CCC(NC(=O)CN(c2ccc(C(C)C)cc2)S(=O)(=O)c2c(C)nn(C)c2C)CC1,?,·
O=C(CSc1nnc(Cc2ccccc2)n1Cc1ccccc1)NCc1ccco1,?,·
COc1ccc(S(=O)(=O)Nc2ccc(O)c3ccccc23)cc1,?,·
Cc1ccc2c(c1)c(C)c(C)n2CC(O)Cn1nc(C)cc1C (stereo not drawn),21.2%,-0.5
O=C(Nc1cc(N2CCOCC2)ncn1)NC1(C(F)(F)F)Oc2ccc(Cl)cc2O1 (stereo not drawn),4.5%,27.1
O=C(CCCOc1ccccc1)N1CCN(c2ccccc2)CC1,?,·
Cc1nc(NNC(=O)c2ccccc2)cc(-c2ccccc2)n1,?,·
COCCn1c(SCC(=O)Nc2cccc(C(=O)OC)c2)nc2ccccc2c1=O,8.0%,-23.7
CC(O)c1ccc(-n2cnnn2)cc1 (stereo not drawn),?,·
Cc1cc(C(C)(C)C)ccc1OCC(=O)N/N=C\c1c(C)n(C)n(-c2ccccc2)c1=O,?,·

# Screening data deposited in PubChem BioAssay by National Center for Advancing Translational Sciences (NCATS).
